From PubChem
TbREL1 inh: TbREL1 inhibition, primary screen. P86926. TbREL1 RNA ligation, FRET fluorescence. 89,000 tested, 0.49% active. AID 1117264. inhibition, % at 9.66 µM;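 active means inhibition above the mean inhibition across all screened compounds plus 3 SD, cut at about 11% in these data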;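 further: 0% = plate median of test wells and 100% = NSC42067 control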
Target sequence (P86926 whole entry, looked up): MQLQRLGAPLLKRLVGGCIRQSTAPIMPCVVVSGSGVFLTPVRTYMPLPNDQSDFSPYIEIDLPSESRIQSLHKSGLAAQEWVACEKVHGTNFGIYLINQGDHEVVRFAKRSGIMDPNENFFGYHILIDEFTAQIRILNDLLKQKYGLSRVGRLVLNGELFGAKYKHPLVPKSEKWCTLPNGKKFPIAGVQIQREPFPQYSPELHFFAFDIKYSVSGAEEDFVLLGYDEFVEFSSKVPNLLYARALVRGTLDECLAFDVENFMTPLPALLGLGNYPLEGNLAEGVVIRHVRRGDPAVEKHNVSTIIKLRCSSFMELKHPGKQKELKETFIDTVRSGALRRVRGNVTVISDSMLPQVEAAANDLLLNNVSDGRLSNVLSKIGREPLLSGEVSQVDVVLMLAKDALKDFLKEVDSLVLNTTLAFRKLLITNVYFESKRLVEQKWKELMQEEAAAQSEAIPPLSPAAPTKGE
* marks the source's active call; other numbers are inactive results; & = joins results of further samples. This is a subset; count on the stated rates, not on these rows.

SMILES	TbREL1 inh
Cc1ccc(Nc2c(-c3cccnc3)nc3ccc(Br)cn23)cc1	0.5
OCCNCCOCCOc1ccccc1-c1ccccc1	3.0
O=C(O)C(Oc1ccc(Cl)cc1)c1ccc(Cl)cc1 (stereo unspecified)	-0.2
CC1CCc2sc3nc(N4CCN(CCO)CC4)n4ncnc4c3c2C1 (stereo unspecified)	4.6
O=C(NC1CCCCC1)C(c1ccc2ncccc2c1)N(Cc1ccccc1)C(=O)c1cccs1 (stereo unspecified)	-4.4
COC(=O)[C@]12CCCCC=C1N(Cc1ccc(Cl)cc1Cl)C(=O)[C@H](CC(=O)NCc1cccc3ccccc13)C2	0.8
CCc1nccn1S(=O)(=O)c1ccccc1[N+](=O)[O-]	1.1
COc1cc(CNCc2ccc(C(=O)O)cc2)ccc1OCc1ccc(F)cc1	-0.7
CCC(C)NC(=O)CSc1nnc(-c2cc(-c3cccs3)nc3ccccc23)o1 (stereo unspecified)	-2.6
Cc1ccc(S(=O)(=O)n2nc(-c3ccc(Cl)cc3)nc2NCc2ccco2)cc1	2.5
O=C1C=C(N(CCO)CCO)C2(CCCCC2)O1	0.4
COc1ccc(NC(=O)C(c2ccc(C)cc2)N(C)C(=O)CNC(C)=O)cc1 (stereo unspecified)	3.7
COC(=O)C(NS(=O)(=O)c1ccc(N2CCCC2=O)cc1)c1ccccc1 (stereo unspecified)	1.8
CCCn1cnc2c(N)c(C)c(C)cc21	-4.0
O=C(NNc1cc(Cl)ccc1Cl)C1CCC1	91.4*
CNC[C@H]1Oc2c(NS(=O)(=O)c3cccs3)cccc2C(=O)N([C@H](C)CO)C[C@@H]1C	-1.4
CCCCC(=O)Nc1ccc(C(=O)NNC(=S)NC(=O)c2ccccc2[N+](=O)[O-])cc1	-0.3
COCCNc1oc(-c2cccs2)nc1S(=O)(=O)c1ccc(C)cc1	0.7
O=C(COC(=O)CSCC(=O)N1CCCCC1)Nc1ccc(Cl)cc1	8.1
C=C(C)Cn1c(SCC(=O)N/N=C(\C)c2ccc([N+](=O)[O-])cc2)nnc1-c1ccc(Br)cc1	-1.5
Cc1cccc(C)c1NC(=O)CC(NCCc1ccccc1)C(=O)O (stereo unspecified)	9.9
CC1CCCC(NC(=O)c2cc(-c3ccncc3)nc3ccccc23)C1C (stereo unspecified)	3.4
COc1cc2c(C)nc3c(c(C)nn3-c3ccccc3)c2cc1OC	-0.5
O=C(C1=C(O)C(=O)N(CCCN2CCOCC2)C1c1ccccn1)c1cc2ccccc2o1 (stereo unspecified)	0.8
CC(C)C[C@H]1CNC(=S)N1CC1CCCN1C[C@H](Cc1ccc(O)cc1)N1C[C@H](Cc2ccccc2)N(CC2CCCCCC2)C1=S (stereo partly specified)	0.5
O=C(Nc1ccccc1)N1CCc2c([nH]c3ccccc23)C1C(F)(F)F (stereo unspecified)	-2.2
COc1ccc(-c2nc(CS(=O)CC(=O)NCCc3ccc(OC)c(OC)c3)c(C)o2)cc1 (stereo unspecified)	0.6
O=C(Cn1ncc2c(=O)oc3ccccc3c21)NCCC1=CCCCC1	0.5
O=C1CC(c2ccccc2)CN1S(=O)(=O)c1ccccc1 (stereo unspecified)	-0.3
CCOC(=O)c1ccccc1NC(=O)/C=C/c1cc(OC)c(OC)c(OC)c1	0.4
CCOC(=O)Cc1csc(SCC(=O)/C(C#N)=C(\C)N)n1	2.3
CCC(C)C(=O)N1c2ccccc2C(=C2SC(C(=O)OC)=C(C(=O)OC)S2)C(=S)C1(C)C (stereo unspecified)	-2.4
CN1CCN(C(=O)c2ccc3c(c2)S(=O)(=O)c2ccccc2C3=O)CC1	-2.5
Oc1ccc(CNc2ccccc2C(F)(F)F)c2cccnc12	5.9
CCN(CC)C(=O)CSc1n[nH]c(=S)n1N	-5.2
O=C1c2ccccc2C(c2nnnn2-c2ccc3c(c2)OCCO3)N1Cc1cccs1 (stereo unspecified)	0.4
COc1cccc(CNC(=O)CSCC(=O)Nc2cc(C)on2)c1	-2.3
COCC(C)n1c(C)cc(C(=O)COC(=O)c2ccc3ncsc3c2)c1C (stereo unspecified)	-3.2
Cc1ccc(S(=O)(=O)NNc2nc3ccccc3nc2C(F)(F)F)cc1	-4.0
Cc1cnc(NC(=O)CCCc2nc3ccccc3s2)s1	-3.2
COC(=O)c1sc(=S)n(-c2ccccc2OC)c1N	3.6
Cc1ccc(-n2nnnc2SC(C(=O)c2c[nH]c3ccccc23)c2ccccc2)cc1 (stereo unspecified)	0.1
Cc1ccc(NS(=O)(=O)c2c(C)[nH]c(C)c2C(=O)N2CCCCC2)c(C)c1	0.0
CC(O)CNC(=O)c1ccc(-c2nn(C)c(=O)c3ccccc23)cc1 (stereo unspecified)	-2.6
Cc1cc(C)nc(SCc2nnc(SCC(=O)Nc3ccccc3C)n2Cc2ccco2)n1	0.2
O=C(NCCN1CCOCC1)c1cc(-c2ccccc2Cl)nc2ccccc12	3.0
CC(=O)CC1c2cc(F)ccc2C=C(c2ccsc2)N1c1ccc(C#Cc2cncn2C)cc1 (stereo unspecified)	-2.8
CC1CCCCN1C(=O)CSc1nnc(-c2ccco2)n1CC1CCCO1 (stereo unspecified)	-2.8
CCc1cnc(Nc2nc(C(N)c3ccccc3Cl)cs2)nc1 (stereo unspecified)	7.7
COc1ccc(Nc2c(C)cccc2C)cc1	6.1
CC1(c2ccccc2)CC(c2ccccc2)=C(C#N)C(=O)N1 (stereo unspecified)	2.6
COCC1CCCCN1Cc1cn[nH]c1-c1ccc(OC)cc1OC (stereo unspecified)	4.6
O=C(CN1CCN(c2ccccc2)CC1)N1N=CCC1c1ccccc1 (stereo unspecified)	-0.5
Cc1ccc(/C=N/N2CCN(Cc3ccccc3)CC2)s1	-3.9
Cn1c(=O)n(CC(=O)O)c(=O)c2c1nc1n2CCS1	-1.1
Cc1ccc2nc(SCCC#N)nc(C)c2c1	5.5
c1ccc(CN2CCN(CCN3CCn4c3nc3ccccc34)CC2)cc1	-0.6
Cc1ccc(SCc2cc(=O)[nH]c(N3CCOCC3)n2)cc1	-0.8
COc1ccc(-c2c(-c3cc(OC)cc(OC)c3)n(C)c3ccc(-c4ccc5c(c4)OCCO5)cc23)cc1	0.1
COC(=O)[C@]12C[C@H](CC(=O)N3CCC(c4ccccc4)CC3)C(=O)N(Cc3ccc4c(c3)OCO4)C1=C[C@H](C(C)C)O[C@@H]2C1CC1	-0.1
Carrying on.
SMILES	TbREL1 inh
COC(=O)[C@]12C[C@H](CC(=O)NCc3ccccc3)C(=O)N(Cc3ccc(Cl)cc3Cl)C1=C[C@H](C1CCCC1)O[C@@H]2C	-2.3
CCOC(=O)c1c(NC(=O)CSc2nnc(CNc3ccc(Cl)cc3)o2)sc(C)c1C	0.0
COc1ccccc1/C=N/N1C(=O)C(CC(=O)Nc2ccc([N+](=O)[O-])cc2OC)SC1=Nc1cccc(C)c1C (stereo unspecified)	-0.9
Cc1cc(O)cc(=O)n1-c1ccc(Cl)c(C(F)(F)F)c1	-3.4
COc1cc(C(=O)NC(=S)Nc2ccc([N+](=O)[O-])cc2)cc(OC)c1OC	-1.3
CCc1nc2ccc(C(=O)N3CCN(C(=O)c4ccco4)CC3)cn2c1N(C)CCC(C)C	1.9
Cc1c(C(=O)NCc2ccccc2C(F)(F)F)sc(=O)n1Cc1ccc2c(c1)OCO2	-1.7
CC(=O)c1cc2ccccc2oc1=O	6.3
COc1ccc(Cl)cc1NC(=O)[C@@H]1CCCN1C(=O)c1cccs1	-0.8
CCOC(=O)C1(C)CCCN(C(=O)c2ccc(N(C)C)cc2)C1 (stereo unspecified)	-8.8
Cc1nnc(N/N=C/c2ccccc2O)n1N	4.1
O=C(O)c1cc(-c2cccs2)nn1-c1cccc(Cl)c1	0.7
O=C(c1cccs1)N(Cc1cccc(Cl)c1)C1CCS(=O)(=O)C1 (stereo unspecified)	-0.6
CCN(CCCNc1ncnc2nc[nH]c12)c1cccc(C)c1	-3.5
CCC(C)OC(=O)C1C(c2ccccc2)C(C(=O)O)C1c1ccccc1 (stereo unspecified)	-1.2
COc1ccc(-c2oc3ccccc3c2C#Cc2cncn2C)cc1	-0.1
O=c1c(Cl)c(NCc2ccc(F)cc2Cl)cnn1C12CC3CC(CC(C3)C1)C2	5.7
Cc1ccc2c(c1)C(=O)C(=O)N2c1ccc(Cl)cc1	2.2
COc1ccc(-c2oc3ccc(-c4cc(OC)c(OC)c(OC)c4)cc3c2C#Cc2ccccn2)cc1	3.6
CC(OC(=O)C1=COCCO1)C(=O)Nc1ccc(Cl)cn1 (stereo unspecified)	3.2
COc1ccc(S(=O)(=O)N(C)C)cc1NC(=O)COC(=O)CC1CCCC1	-1.5
Cc1ccc2c(c1)N(CC(=O)N1CCCCC1)C(=O)C(C)O2 (stereo unspecified)	7.6
O=C(CSc1nnc(-c2ccccc2)n1-c1ccc(Cl)cc1)c1ccc(F)cc1	0.6
CC(=O)c1ccc(NC(=O)C(C)Oc2ccc(N(C)S(=O)(=O)c3ccc(C)cc3)cc2)cc1 (stereo unspecified)	-0.4
COc1ccc(OCc2cc(C(=O)NCC3(C)COC3)no2)c(Cl)c1	5.3
O=C(CS(=O)(=O)c1ccccc1Cl)N1CCOCC1	0.6
COc1ccc(NC(=O)c2ccc(OC)cc2)cc1	-3.5
COc1ccccc1NC(=O)COc1ccc(C(=O)NCC2CCCO2)cc1OC (stereo unspecified)	2.6
COCCN1C(=O)CC(NNC(=O)c2ccc(S(=O)(=O)N3CCCC3)cc2)C1=O (stereo unspecified)	0.8
O=C(O)c1cn[nH]c1-n1cnnn1	2.0
CCCc1nc2ccc(C)cn2c1Cc1ccsc1	3.2
CC(C)Oc1cc(F)ccc1-c1cc(C(=O)Nc2ccc(F)cc2)[nH]n1	0.1
COc1ccc(C(C(=O)NCC2CCCO2)N(C(=O)CNC(=O)c2ccco2)c2ccccc2)cc1OC (stereo unspecified)	0.2
Cc1ccc(-c2nc(SC(C)C(=O)N3CCCC3)n[nH]2)cc1 (stereo unspecified)	3.8
COc1ccc(S(=O)(=O)N2CCC(C(=O)N3CCc4ccccc4C3)CC2)cc1OC	4.9
O=c1[nH]c(-c2ccc(-c3cccc(Cl)c3)o2)nc2ccccc12	0.4
O=C1c2ccccc2C(c2nnnn2Cc2ccccc2)N1CCOc1ccccc1 (stereo unspecified)	-5.8
O=C(Cn1cnc2c(OCc3ccccc3)ncnc21)NCCN1CCOCC1	0.2
CCCCN(C)C(=O)C1CCN(Cc2ccccn2)CC1	3.3
O=C(CN1CCN(Cc2ccccc2)CC1)NCC1COc2ccccc2O1 (stereo unspecified)	2.2
Cn1c2ccccc2n2c(=O)c(Cl)c(-c3ccccc3)c(C#N)c12	2.5
Cc1cccc(C)c1N1CCN(c2n[nH]c(N)n2)CC1	-2.5
COc1ccc(C(=O)Nc2ccc3c(c2)Cc2ccccc2-3)cc1	0.7
Cc1n[nH]c(=O)nc1NCCc1ccccc1	-2.3
COc1cc(NS(=O)(=O)c2ccc(NC(=O)c3ccc(C)o3)cc2)nc(OC)n1	0.2
Cc1cccc2cc(CN(CCCO)C(=O)Nc3ccc(Cl)cc3)c(=O)[nH]c12	2.7
CC(C)c1ccc(NC(=O)CN2C(=O)NC(C)(C3CC3)C2=O)cc1 (stereo unspecified)	9.4
COc1ccc([C@H]2CC(=O)C=C(c3cc4ccccc4c4ccccc34)C2)cc1	2.0
CCN(CCO)C(=O)C(c1ccccc1)c1ccccc1	-0.6
O=C(Nc1cc(C(F)(F)F)ccc1-n1cncn1)c1ccc(F)cc1Cl	1.9
COc1ccc(/C=C(/NC(=O)c2ccco2)C(=O)Nc2cccc(C(=O)O)c2)cc1	1.6
O=C(OCCCc1cc2ccccc2c(=O)o1)c1ccco1	1.8
O=C(NC1CCN(Cc2ccccc2)CC1)c1cccc(S(=O)(=O)Nc2ccc(Br)cc2)c1	1.1
Cc1ccc(N=C2SCCCN2C(=O)C2=COCCO2)cc1Cl	-7.2
O=C(O)c1cccc(S(=O)(=O)N(Cc2ccccc2)c2ccc(Cl)cc2)c1	-1.3
CCCCNC(=O)c1onc(CSc2ccccc2F)c1C(=O)O	0.3
CCCCCNC(=O)C1CC=CCC1C(=O)O (stereo unspecified)	-0.7
COc1c(OC(C)=O)ccc(/C=C/c2ccc3cccc(OC)c3n2)c1[N+](=O)[O-]	-4.8
Cn1c(=NC(=O)CN2C(=O)C3CC=CCC3C2=O)sc2ccccc21 (stereo unspecified)	-0.9&1.3
Cc1noc(C)c1COC(=O)c1ccc2ccccc2n1	0.8
Cc1cccc(NC(=O)c2csnn2)n1	1.5
